Luciferase inh = Photinus pyralis luciferase inhibition | AID 1347043 | Potency, µM (titrated, usually from 115 µM), without a hit: at the highest dose activity change, negative = inhibition, usual class: inhibitors | P08659 | actives 2.5% (n = 76,000) | purified P. pyralis luciferase, luminescence, biochemical; note: potency is the fitted concentration of half-maximal effect; nearly all actives have a fitted effect of over 65% in size
Target sequence (P08659 whole entry, looked up): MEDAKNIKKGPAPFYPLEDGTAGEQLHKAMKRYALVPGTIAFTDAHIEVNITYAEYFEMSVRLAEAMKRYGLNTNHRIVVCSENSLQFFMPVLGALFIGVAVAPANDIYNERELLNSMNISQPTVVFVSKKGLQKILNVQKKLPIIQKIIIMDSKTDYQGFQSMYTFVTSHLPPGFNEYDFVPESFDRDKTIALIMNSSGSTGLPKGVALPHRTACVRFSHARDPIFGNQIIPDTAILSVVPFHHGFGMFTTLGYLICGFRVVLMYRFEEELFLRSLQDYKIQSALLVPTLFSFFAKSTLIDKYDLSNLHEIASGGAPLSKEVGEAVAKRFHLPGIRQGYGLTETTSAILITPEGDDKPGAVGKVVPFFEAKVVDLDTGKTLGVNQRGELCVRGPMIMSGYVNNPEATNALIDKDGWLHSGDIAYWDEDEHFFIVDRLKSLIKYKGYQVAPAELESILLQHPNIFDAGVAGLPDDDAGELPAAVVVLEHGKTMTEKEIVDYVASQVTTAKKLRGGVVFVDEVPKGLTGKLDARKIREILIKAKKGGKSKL
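FLuc 10nM, D-luciferin 10uM, ATP 10uM, Mg acetate 10mM, Tris acetate pH 7.5, Tween/BSA; cpd qHTS; enzyme added last; CCD luminescence.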
SNCA viab count = reduces viability of HEK-293 SNCA reporter cells | HEK-293-SNCA-luc viability, GF-AFC fluorescence, 24 h | actives 0.12% (n = 150,000) | AID 1671193 | Potency, µM (series often up to 57.1 µM), for inactives: at the top dose activity change, negative = cytotoxicity, usual class: cytotoxic;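 note: potency is the fitted concentration of half-maximal effect; 0% = DMSO-treated cells and -100% = medium-only wells without cells; nearly all actives have a fitted effect of over 30% in size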
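HEK-293-SNCA-luc cells (1500/well) plated 24 h, then exposed 24 h to a dilution series; GF-AFC added 30 min at 37C, fluorescence 405/540 nm; normalised to medium-only and DMSO wells, Hill fit.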
HEK cytotox = cytotoxic compounds in HEK 293 cells; AID 1345083; HEK 293 viability, ATP luminescence (CellTiter-Glo), 48-72 h; actives 6.6% (n = 94,000); Potency, µM (titrated, usually from 115 µM), inactives show at the top dose activity change, negative = cytotoxicity, actives largely listed as inhibitors; note: potency is the fitted concentration of half-maximal effect; nearly all actives have a fitted effect of over 60% in size
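Viability of HEK 293 cells, plated at 250 cells/well, was judged by cellular ATP after compound treatment for 48 or 72 hr. Luminescence was imaged 10 min after CellTiter-Glo addition at room temperature.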
SNCA expr inhib = SNCA gene expression inhibition; HEK-293 SNCA-luciferase knock-in, luminescence, 24 h; AID 1671194; Potency, µM (series often up to 57.2 µM), inactives show top-dose activity change, negative = inhibition, hits mostly inhibitors; actives 0.17% (n = 140,000);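 note: potency is the fitted concentration of half-maximal effect; plate controls were DMSO cells for no effect and cell-free wells for full effect; nearly all actives have a fitted effect of over 45% in size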
GPT2 inh = blocks human glutamate pyruvate transaminase 2 | Q8TD30 | Recombinant GPT2, coupled pyruvate oxidase/HRP Amplex Red fluorescence | Potency, µM (highest dose often 57.7 µM), for the others: at the highest dose activity change, negative = inhibition, actives largely listed as inhibitors | actives 0.25% (n = 100,000) | AID 1671188; note: potency is the fitted concentration of half-maximal effect; nearly all actives have a fitted effect of over 60% in size; many of its hits are not listed in these tables
Target sequence (Q8TD30 whole entry, looked up): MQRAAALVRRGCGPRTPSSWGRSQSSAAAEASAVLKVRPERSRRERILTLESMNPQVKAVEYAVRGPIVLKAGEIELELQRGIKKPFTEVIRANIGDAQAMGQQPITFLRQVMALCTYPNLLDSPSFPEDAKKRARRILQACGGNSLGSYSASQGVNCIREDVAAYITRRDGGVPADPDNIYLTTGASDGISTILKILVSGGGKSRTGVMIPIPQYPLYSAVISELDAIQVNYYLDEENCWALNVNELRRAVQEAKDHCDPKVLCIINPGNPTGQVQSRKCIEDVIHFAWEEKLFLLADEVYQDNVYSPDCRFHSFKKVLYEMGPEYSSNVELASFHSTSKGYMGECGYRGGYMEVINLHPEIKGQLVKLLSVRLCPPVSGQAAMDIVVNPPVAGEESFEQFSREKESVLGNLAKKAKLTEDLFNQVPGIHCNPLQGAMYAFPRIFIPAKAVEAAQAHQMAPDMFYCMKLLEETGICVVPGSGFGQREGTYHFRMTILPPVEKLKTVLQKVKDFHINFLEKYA
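Fluorescence read-out: pyruvate from GPT2 turnover coupled to pyruvate oxidase, HRP and Amplex Red (0.2mM ThPP, 0.2U/mL PO and HRP, 50uM Amplex final). Substrates 250uM a-KG, 2mM L-alanine; enzyme 10ng/uL; 30 min RT.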
IP6K1 inhibitor = IP6K1 kinase inhibition. activity change, % (series mostly up to about 58 µM). IP6K1 kinase, ADP-Glo luminescence, 2 h; stronger effect = lower value. actives 0.81% (n = 140,000). AID 1645851. Q92551; in the data active = activity change below about -25%
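ADP-Glo luminescence measures ADP made by human IP6K1 during a 2 h RT reaction with ATP/IP6 (mix at 1.3 mM/130 uM); top library doses 57.5 and 19.1 uM final.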
3T3 cytotox = NIH 3T3 cell cytotoxicity | Potency, µM (series often up to 96.7 µM), inactives show at the top dose activity change, negative = cytotoxicity, usual class: inhibitors | NIH 3T3 viability, CellTiter-Glo ATP luminescence, 48-72 h | actives 4.3% (n = 94,000); note: potency is the fitted concentration of half-maximal effect; nearly all actives have a fitted effect of over 55% in size
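NIH 3T3 cells at 400 cells/well received 23 nL of compound by pintool and were incubated 48 or 72 h at 37 °C. Viability was read as ATP-coupled CellTiter-Glo luminescence.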
Starred values were filed as active, the others as inactive; i = inactive; ? = inconclusive; · = no result given; & = joins results of further samples; [ ] = remark or other dose. Unless noted, calls come from the whole dose curve; as a rule, active = well fitted curve in the direction sought with a large enough effect; inconclusive = small, poorly fitted or top-dose-only effect, or another doubt; inactive = no such curve, though single readings can be large; an effect the other way counts as inactive or inconclusive. Unless noted, % is set by controls: 0 for no effect and ±100 for the full control effect. A portion of the library; count on the stated rates, not on these rows.

SMILES	Luciferase inh	SNCA viab count	HEK cytotox	SNCA expr inhib	GPT2 inh	IP6K1 inhibitor	3T3 cytotox
COc1cccc(NC(=O)N[C@H]2CCN(C(=O)c3cccn3C)[C@@H]2C(=O)N[C@H](Cc2ccccc2)C(N)=O)c1	5.1%	-6.1%	-12.6%	-11.4%	2.3%	0.6	-9.6%
Cc1ccc(S(=O)(=O)CCC(=O)Nc2ccc(OC(F)(F)F)cc2)cc1	·	3.4%	·	0.6%	·	-18.0	·
CCn1nc(C)c2c(-c3ccccc3)cc(=O)n(C(C)C(=O)NCCc3ccc(OC)c(OC)c3)c21 (stereo not given)	·	-21.1%	·	-16.1%	·	19.8	·
CCN(Cc1ccccc1)C(=O)C1CCN(c2ncnc3c2nc2n3CCCCC2)CC1	·	?	·	12.5%	·	9.2	·
CCCC/C=C\CCCCCc1cc(=O)c2ccccc2n1C	·	7.4%	·	·	i	3.9	·
Cc1ccc(C)c(N2C(=O)N(Cc3c(F)cccc3Cl)c3ccccc3S2(=O)=O)c1	·	5.8%	·	-19.8%	·	9.0	·
CNC(=O)c1cc(C2CC2)nc2c1c(C1CCCN1C(=O)c1ccc(Cl)cc1)nn2C (stereo not given)	·	·	2.5%	·	·	8.0	-22.3%
Cc1nc2c(C(=O)NCCc3ccccc3)cnn2c(C)c1Cc1c(F)cccc1Cl	·	-4.7%	·	15.4%	·	2.5	·
Cc1cc(C)cc(OCC(=O)NC(Cc2c[nH]c3ccccc23)C(=O)O)c1 (stereo not given)	·	-2.8%	·	13.5%	·	6.9	·
Cc1cccc(C(=O)N2CC(Oc3ccc(-c4nc(-c5ccccc5)no4)cc3)C2)c1	-15.6%	-2.1%	?	15.7%	i	-1.8	-27.8%
CCCCOC(=O)c1ccc(NC(=O)c2ccc3c(c2)CCCN3S(C)(=O)=O)cc1	·	-9.7%	·	?	·	-17.9	·
O=C(COc1ccc([N+](=O)[O-])cc1)N1CCC(c2nc3ccccc3s2)CC1	·	-2.2%	·	-1.8%	·	-1.3	·
O=C1N(C2CCN(C3CCC3)CC2)C(c2ccncc2)C12CCCCC2 (stereo not given)	2.7%	5.0%[12.5 µM]	-8.6%	?	i	17.6	-24.0%
CCCNC(=O)c1c2c(nc3ccccc13)C(=O)N(C1CCCCC1)C2	·	-4.8%	·	-7.4%	·	22.2	·
COc1ccc(C)cc1NC(=O)C1CC(=O)N(c2n[nH]c3ccccc23)C1 (stereo not given)	-1.5%	-14.9%	-9.2%	-22.1%	-5.0%	24.1	-3.2%

Sorted by count of non-hydrogen atoms (largest number first): nine of the compounds above
SMILES	Luciferase inh	SNCA viab count	HEK cytotox	SNCA expr inhib	GPT2 inh	IP6K1 inhibitor	3T3 cytotox
COc1cccc(NC(=O)N[C@H]2CCN(C(=O)c3cccn3C)[C@@H]2C(=O)N[C@H](Cc2ccccc2)C(N)=O)c1	5.1%	-6.1%	-12.6%	-11.4%	2.3%	0.6	-9.6%
CCn1nc(C)c2c(-c3ccccc3)cc(=O)n(C(C)C(=O)NCCc3ccc(OC)c(OC)c3)c21 (stereo not given)	·	-21.1%	·	-16.1%	·	19.8	·
CCN(Cc1ccccc1)C(=O)C1CCN(c2ncnc3c2nc2n3CCCCC2)CC1	·	?	·	12.5%	·	9.2	·
Cc1nc2c(C(=O)NCCc3ccccc3)cnn2c(C)c1Cc1c(F)cccc1Cl	·	-4.7%	·	15.4%	·	2.5	·
Cc1ccc(C)c(N2C(=O)N(Cc3c(F)cccc3Cl)c3ccccc3S2(=O)=O)c1	·	5.8%	·	-19.8%	·	9.0	·
O=C(COc1ccc([N+](=O)[O-])cc1)N1CCC(c2nc3ccccc3s2)CC1	·	-2.2%	·	-1.8%	·	-1.3	·
COc1ccc(C)cc1NC(=O)C1CC(=O)N(c2n[nH]c3ccccc23)C1 (stereo not given)	-1.5%	-14.9%	-9.2%	-22.1%	-5.0%	24.1	-3.2%
CCCNC(=O)c1c2c(nc3ccccc13)C(=O)N(C1CCCCC1)C2	·	-4.8%	·	-7.4%	·	22.2	·
CCCC/C=C\CCCCCc1cc(=O)c2ccccc2n1C	·	7.4%	·	·	i	3.9	·

Remaining list, next part
SMILES	Luciferase inh	SNCA viab count	HEK cytotox	SNCA expr inhib	GPT2 inh	IP6K1 inhibitor	3T3 cytotox
CCCN1CCN(CCNC(=O)Nc2cc(C)ccc2OC)CC1	·	3.7%	·	4.5%	·	-0.2	·
Cn1ncc2c(C(=O)NCc3cccc(Cl)c3)cc(-c3ccc(C(F)(F)F)cc3)nc21	·	·	?	·	·	-12.1	?
Cn1cccc1-c1noc(C2CCN(C(=O)CCn3cnc4ccccc43)CC2)n1	·	4.9%	?	-18.3%	i	4.2	-37.8%
Cc1cccc(-c2cc(-c3ccccc3)nc(SCC(=O)Nc3ccccc3)c2C#N)c1	·	-11.9%	·	4.5%	·	-5.8	·
COc1ccc(S(=O)(=O)NCc2nc3nc(C)cc(C)n3n2)cc1	·	-9.6%	·	2.5%	·	6.2	·
Cc1ccc(-c2nc(C3CC(=O)N(C4CCCCC4)C3)no2)cc1C (stereo not given)	3.0%	0.3%	?	-15.5%	i	20.8	?
CO[C@H]1C(=O)N(C(C)C)[C@H]1C1CCN(S(=O)(=O)c2ccc3c(c2)CCC3)CC1	·	14.2%	?	18.1%	-7.9%	14.7	?
Cc1cccc(NC(=O)CSc2nc3ccc(NC(=O)c4cccs4)cc3s2)c1	·	14.8%	·	-7.8%	·	-2.1	·
Cc1ccc(C)c(C(=O)N[C@@H]2CN(c3ccncn3)C[C@H]2CO)c1	5.5%	-5.4%	4.7%	15.3%	i	0.0	-10.2%
COC[C@@H]1[C@H](C(=O)N2CCN(c3ccccc3OC)CC2)CCC(=O)N1C	-4.6%	-3.7%	-17.8%	-18.9%	i	11.9	-9.0%
COc1ccc(Cl)cc1NC(=O)C(=O)NCc1ccc(Cl)cc1	·	-2.7%	·	?	·	28.4	·
O=C(C1CCCCC1)N1CCCC2(CC(c3ccccn3)=NO2)C1 (stereo not given)	·	-3.0%	-1.9%	-1.9%	i	-2.6	0.1%
CCCOc1ccc(OC(=O)c2cn(-c3ccc(OC)cc3)c(=O)c3ccccc23)cc1	·	-3.4%	·	?	·	-9.4	·
CCN(CC)S(=O)(=O)c1ccc2c(c1)N(CC(=O)NCCCN1CCN(c3ccccc3F)CC1)C(=O)CO2	·	?	·	32.5%[activator]	·	21.1	·
CC1(C)CCC[C@@]2(C)C1[C@H](OC(=O)/C=C/C=C/C(=O)O)C=C1COC(=O)[C@@]12O (stereo not given in full)	·	-1.1%	·	·	?	17.9	·
COC(=O)c1ccc(NC(=O)CSc2n[nH]c(CC(C)C)n2)cc1	·	9.9%	·	14.0%	·	-15.4	·
COc1ccc(-c2cc(C(F)(F)F)n3nc(-c4ccccc4)cc3n2)cc1OC	·	?	·	-5.7%	·	1.4	·
CCOC(=O)C1CCN(C(=O)c2ccc3nnc(-c4cc[nH]c4)n3c2)CC1	·	-4.8%	2.3%	31.1%[activator]	0.7%	-4.0	-22.0%
CC(=O)OCC(=O)[C@@]1(OC(C)=O)[C@@H](C)C[C@H]2[C@@H]3C[C@H](F)C4=CC(=O)C=C[C@]4(C)[C@@]3(F)[C@@H](O)C[C@@]21C	·	38.1%[23.9 µM]	·	15.5%[25.6 µM]	i	23.0	·
CCOCc1nc(C2CCCN(C(=O)c3cnccn3)C2)no1 (stereo not given)	-3.9%	-0.6%[12.5 µM]	0.7%	-1.6%	-0.3%	14.3	i
O=C(C1CC1)N1CCCN(C(=O)C2(c3ccccc3)CC2)c2ccccc21	-6.1%	-9.7%	-20.4%	-3.3%	i	-3.0	?
CC#CCOC(=O)c1c(C)nc2sc3c(c2c1N)CCC(O)C3 (stereo not given)	·	8.5%	·	8.5%	-12.6%	·	·
COc1ccc(OCCSc2nc(C)c(Cc3ccccc3)c(=O)[nH]2)cc1	·	10.5%	·	?	·	-2.8	·
CCOC(=O)C[C@@H]1C[C@@H](C(C)C)[C@H](CNC(=O)c2ccc(F)cc2)C=C1C	-4.0%[172 µM]	?	35.5µM*	?	1.3%[88.5 µM]	10.1	?
Cc1cnc(CC2CCCNC2)n1C(C)C (stereo not given)	-2.7%	-5.6%	-17.6%	5.6%	i	-0.6	-11.3%
O=C(N[C@@H]1CCOC[C@H]1OCCO)C1(S(=O)(=O)c2ccccc2)CC1	10.1%	-1.0%	-2.1%	?	i	-8.9	i
CCc1c(C)c(C#N)c2nc3ccccc3n2c1Nc1cccc(C(F)(F)F)c1	·	?	·	-4.8%	·	20.8	·
Cc1ccc(CN2c3ccccc3-c3nc(SCC(=O)Nc4c(C)cc(C)cc4C)ncc3S2(=O)=O)cc1	·	2.7%	·	32.8%[activator]	·	47.2	·
O=C(c1ccc(Cl)cc1)N1CCOCC2(CN(Cc3cc(F)cc(F)c3)C2)C1	-0.1%[172 µM]	-22.4%[87.6 µM]	-67.3%[172 µM]	?	-2.4%[88.5 µM]	28.6	-75.9%[138 µM]
c1ccc(-c2ccc(CN3CCCC3)cc2)c(CN2CCOCC2)c1	0.0%	5.1%	-25.9%	26.6%	-2.4%	25.5	-29.6%
CNC(=O)[C@@H]1CN(C(=O)c2cc3ccccc3[nH]2)C[C@H]1c1nc(C)no1	?	13.5%	-25.2%	91.1%[activator]	-1.1%	4.6	?
O=C(NCc1cn[nH]c1-c1cccs1)c1cn(CCC2CCCCN2)nn1 (stereo not given)	-9.1%	4.3%	-1.6%	-13.1%	-26.7%	10.6	-2.5%
CC(C)(O)c1ccc2c(c1)ncn2-c1cccc(-c2ccccc2C#N)c1	·	-28.1%	·	·	-1.1%	-4.5	·
CO[C@H]1CN(C2CCN(C(=O)CCC3CCCC3)CC2)[C@H]1c1ccncc1	·	-7.0%	?	-8.8%	i	12.8	-30.8%
CCOc1ccc(CN2CCCC(CO)(CCc3ccccc3)C2)cc1CO (stereo not given)	12.3%	6.0%	?	2.6%	i	8.1	?
CCc1ccc(OCC(=O)N(Cc2ccc(OC)cc2)C2CCS(=O)(=O)C2)cc1 (stereo not given)	·	-8.6%	·	2.4%	·	2.1	·
O=c1[nH]c(C2CCCN(Cc3ccc(-c4ccsc4)cc3)C2)nc2ccc(F)cc12 (stereo not given)	-8.1%	-2.4%&2.3%	?	-25.9%&12.0%	i	-0.6&-1.8	?
